Screening results deposited in PubChem by National Center for Advancing Translational Sciences (NCATS).
GAA inh = blocks human lysosomal alpha-glucosidase; purified human GAA, 4-MU-alpha-glucoside fluorescence; AID 1466; Potency, µM (titrated, usually from 76.9 µM), without a hit: top-dose activity change, negative = inhibition, actives largely listed as inhibitors; 200,000 compounds, 0.005% hits;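 note: potency is the fitted concentration of half-maximal effect; plate controls were uninhibited enzyme wells for no effect and no-enzyme background for full effect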
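qHTS format, compound range up to 77 uM. Human lysosomal enzyme at 4 nM, 400 uM 4-MU glucoside substrate, pH 5.0, 20 min room temperature; fluorescence after alkaline stop gives activity normalized to controls.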
HTT aggregate = reduces HttQ103-GFP aggregates in PC12 cells. PC12 HttQ103-GFP aggregates, Acumen cytometry, 40 h. Potency, µM (top dose mostly 46.1 µM), without a hit: at the top dose activity change, negative = inhibition, actives largely listed as inhibitors. 220,000 compounds, 1.1% hits. AID 1688; note: potency is the fitted concentration of half-maximal effect; % is set by controls: 0 for no effect and ±100 for the full control effect; nearly all actives have a fitted effect of over 60% in size
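Quantitative HTS on tebufenozide-induced (100 nM) PC12 cells stably expressing polyQ103 Huntingtin exon 1–GFP. Reduction of bright GFP aggregates, detected by laser scanning cytometry after lysis, identified actives across the titration.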
HTT cytoprotect = protects HTT-Q103 PC12 cells, measured by ATP; Potency, µM (doses to about 56.4 µM), for inactives: cytoprotection (ATP increase), most hits filed as activators; PC12 HTT-Q103 induced, cytoprotection, ATP luminescence, 40 h; 230,000 compounds, 0.14% hits;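 note: potency is the fitted concentration of half-maximal effect; % of control where 0% means no effect; nearly all actives have a fitted effect of over 45% in size; toxic huntingtin expression switched on by the ecdysone agonist tebufenozide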
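Compounds added alongside 100 nM tebufenozide, which induces toxic Q103 huntingtin exon 1-GFP in stable PC12 cells; surviving cells quantified by luminescent ATP measurement. Medium: phenol red-free DMEM, 5% equine and 5% calf serum.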
GAA spleen mod = inhibitors or activators of human alpha-glucosidase in spleen homogenate | human spleen homogenate, 4-MU-alpha-glucoside fluorescence | AID 2112 | P10253 | 240,000 compounds, 0.006% hits | Potency, µM (titrated, usually from 79.9 µM), for inactives: top-dose activity change, negative = inhibition, usual class: inhibitors;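 note: potency is the fitted concentration of half-maximal effect; 0% = enzyme with vehicle and -100% = no enzyme basal signal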
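Enzyme source: human spleen homogenate, 1 ug/well. Buffer 50 mM citric acid/K phosphate pH 5.0, 0.01% Tween-20. 4-MU-alpha-glucoside 1 mM; 37 C x 40 min; NaOH/glycine stop; fluorescence.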
GAA glycogen = inhibitors or activators of human alpha-glucosidase glycogen cleavage; recombinant GAA, glycogen substrate, Amplex Red glucose oxidase fluorescence; 300,000 compounds, 0.38% hits; AID 2100; Potency, µM (doses to about 76.4 µM), for the others: at the top dose activity change, negative = inhibition, actives largely listed as inhibitors; P10253;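 note: potency is the fitted concentration of half-maximal effect; 0% = full enzyme reaction and -100% = no-enzyme basal signal; the screen sought inhibitors and activators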
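Recombinant enzyme (4 nM final) with compounds titrated up to 77 uM and bovine liver glycogen (30 ug) in citrate pH 5.0, 0.01% Tween-20, 37 C 40 min. Released glucose detected by Amplex Red/glucose oxidase (Ex 573/Em 610); AC50 from Hill fits.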
CBFb-RUNX1 inh = blocks binding between human CBF-beta and RUNX1. 230,000 tested, under 10 active. AlphaScreen CBFb-His/RUNX1-biotin binding, biochemical. Q01196+Q13951. Potency, µM (top dose mostly 59.8 µM), for the others: at the top dose activity, negative = inhibition, actives largely listed as inhibitors; note: % of control where 0% means no effect
Target sequence (Q01196 whole entry, looked up): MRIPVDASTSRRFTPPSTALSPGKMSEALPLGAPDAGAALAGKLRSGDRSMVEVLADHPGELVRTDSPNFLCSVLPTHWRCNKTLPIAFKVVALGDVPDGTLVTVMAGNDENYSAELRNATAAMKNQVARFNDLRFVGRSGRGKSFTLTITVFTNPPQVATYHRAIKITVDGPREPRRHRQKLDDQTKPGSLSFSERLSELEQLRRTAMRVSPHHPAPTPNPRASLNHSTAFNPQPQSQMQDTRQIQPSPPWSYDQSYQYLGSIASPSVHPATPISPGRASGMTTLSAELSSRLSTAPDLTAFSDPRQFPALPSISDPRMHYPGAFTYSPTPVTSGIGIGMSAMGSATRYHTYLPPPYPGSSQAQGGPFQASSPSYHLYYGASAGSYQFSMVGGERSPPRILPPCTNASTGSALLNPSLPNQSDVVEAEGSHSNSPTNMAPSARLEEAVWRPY
Target sequence (Q13951 whole entry, looked up): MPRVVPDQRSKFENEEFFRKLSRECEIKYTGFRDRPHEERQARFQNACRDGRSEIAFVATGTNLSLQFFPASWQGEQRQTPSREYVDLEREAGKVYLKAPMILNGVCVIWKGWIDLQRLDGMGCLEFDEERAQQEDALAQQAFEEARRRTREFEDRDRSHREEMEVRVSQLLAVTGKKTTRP
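CBF-beta (His) and RUNX1 (biotin), 30 nM each; 20 min preassociation; + compound, 15 min; + beads 50 ng each (Ni, streptavidin), 90 min; RT; AlphaScreen read.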
LMNA splice mod = changes lamin A minigene splicing in HeLa cells | HeLa LMNA splicing GFP/RFP minigene ratio, 48 h | Potency, µM (top dose mostly 46.1 µM), without a hit: at the top dose ratio change, negative = inhibition, most hits filed as inhibitors | AID 1487 | 200,000 compounds, 0.01% hits; active = well fitted inhibition curve with a large enough effect in the signal ratio, with a control signal flat, not every such curve was filed as active; inconclusive = small, poorly fitted or top-dose-only effect, or effect the other way, or a change in a side signal; the % refers to the signal ratio; note: potency is the fitted concentration of half-maximal effect; % is set by controls: 0 for no effect and ±100 for the full control effect
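S3 HeLa stable clones carrying a lamin A-EGFP splicing minigene plus DsRed2 were seeded at 600 cells/well in Opti-MEM with 2% FBS, pin-dosed and incubated 48 h at 37°C. Acumen cytometry (488 nm) gave the GFP/RFP total-intensity ratio.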
* = called active by the depositor; ? = inconclusive; . = not tested or not shown; & = joins results of further samples; [ ] = dose if it differs, or a comment. Unless noted, calls come from the whole dose curve; as a rule, active = well fitted curve in the direction sought with a large enough effect; inconclusive = small, poorly fitted or top-dose-only effect, or another doubt; inactive = no such curve, though single readings can be large; an effect the other way counts as inactive or inconclusive.

Below each SMILES – GAA glycogen	GAA inh	HTT aggregate	LMNA splice mod	GAA spleen mod	HTT cytoprotect	CBFb-RUNX1 inh
CCCCN(Cc1ccccc1)c1ncnc2nc[nH]c12
  -6%	0%	0%	-22%	-18%	12%	1%
CCOc1ccc(C(=O)Nc2nnn(CC)n2)cc1
  -1%	5%	9%	-2%	-1%	-98%[inhibitor][10 µM]	19%
Nc1nc(-c2ccccc2)c(N=Nc2cccnc2)s1
  5%	-8%	-2%	-8%[46 µM]	5%	-48%[inhibitor]	?
CCCCNC(=O)CC1Nc2ccccc2NC1=O (stereo not drawn)
  -21%	-4%	-7%	-16%	-8%	14%[10 µM]	23%
O=C(OCCN1CCOCC1)C1(c2ccccc2)CCCCC1
  .	.	.	?	5%&1%&1%	-64%[inhibitor]	10%
O=C(c1ccc2c(c1)OCO2)N1CCN(C(=O)c2ccco2)CC1
  10%	-2%	-6%	2%	3%	19%	2%
COC(=O)c1sccc1NC(=O)CSc1cccc(Cl)c1Cl
  -3%	-5%	-14%	2%	-11%	8%	23%
COc1ccccc1C/C(N)=N/OC(=O)c1ccco1
  12%	8%	17%[9.22 µM]	-6%[46 µM]	-1%	22%[10 µM]	2%
COc1ccc(N(CC(=O)Nc2cccc(C(=O)O)c2)S(=O)(=O)c2c(C)noc2C)cc1
  1%	3%	2%	1%[0.0737 µM]	2%	12%	-1%
Cc1ccccc1NC1=C(Cl)C(=O)OC1OC(=O)c1ccccc1C (stereo not drawn)
  -9%	-13%	-21%	.	-12%	32%	6%
CCOc1ccc2nc(N3CCCC(C(=O)N4CCN(CC)CC4)C3)sc2c1 (stereo not drawn)
  3%	-3%[15.4 µM]	18%	2%	1%	-13%	-3%
CN(C)CCOC(c1ccccc1)c1ccccc1
  -10%&0%	-4%&-6%[15.4 µM]	?	?	-2%	-51%[inhibitor]	14%
O=C1c2cccc(Sc3ccccc3)c2C(=O)c2c(Sc3ccccc3)cccc21
  0%	.	-2%[9.22 µM]	.	-2%	21%[10 µM]	-24%
CC(C(=O)OCC(=O)Nc1cccc(S(=O)(=O)N2CCOCC2)c1)N1C(=O)c2ccccc2C1=O (stereo not drawn)
  -27%	-6%	-5%	?	1%	14%	-1%
CC(/C=N/N1CCN(Cc2ccccc2)CC1)=C\c1ccccc1
  -22%	-9%	-2%	?	0%	-9%	-14%
COc1ccc(NC(=O)CCCN2C(=O)/C(=C\c3ccco3)SC2=S)cc1
  16%	-5%	?	?	-2%	2%[10 µM]	?
CCCCC(=O)OC1CCC2C3CCc4cc(O)ccc4C3CC[C@]12C (stereo partly drawn)
  .	.	9%	?	2%	-68%[inhibitor]	10%
Cn1c(=O)[nH]c(=O)c2c1nc(N1CCOCC1)n2CCSc1nnnn1-c1ccccc1
  -9%	.	1%[9.22 µM]	.	-11%	-14%[10 µM]	-3%
Cc1ccc(CNC(=O)CN2CCCC(C)C2)cc1 (stereo not drawn)
  5%	-1%	7%[1.84 µM]	9%	-4%	-6%	24%
COc1cccc(/C=C2/NC(=O)NC2=O)c1OCC(=O)Nc1ccccc1
  11%	-2%	6%	-12%[46 µM]	-11%	.	8%
O=[N+]([O-])c1ccc(-c2cnc(SC(c3ccccc3)c3ccccc3)[nH]2)cc1
  0%	?	-6%	?	-4%	1%[10 µM]	?
NC(=O)CCCCC1CCSS1 (stereo not drawn)
  .	.	2%	?	.	4%	.
CCOC(=O)c1cccc(NC(=O)C(NS(=O)(=O)c2ccc3c(c2)CCN3C(C)=O)C(C)C)c1 (stereo not drawn)
  2%	-13%	-8%	-2%	2%	-9%	2%
COCc1nnc(NC(=O)CCCOc2ccccc2)s1
  5%	2%	18%	-10%	1%	-2%[10 µM]	9%
CC1CCCCC1NC(=O)CO/N=C/c1ccc(OC(F)F)cc1 (stereo not drawn)
  7%	1%	12%	?	0%	-27%	14%
O=C(CNc1ccccc1)NN=C1CCCC1
  ?	-1%	5%	?	-18%	1%[10 µM]	-15%
NNC(=O)c1cnn(-c2ccccc2)c1-n1cccc1
  -5%	-11%	-32%	?	-5%	-45%	4%
CCOc1ccc(OCC(=O)Nc2ccccc2C(F)(F)F)cc1
  -19%	9%	-1%[9.22 µM]	2%[46 µM]	-5%	-12%	14%
O=C(CSc1nc2cc(Cl)ccc2o1)NCCc1ccccc1
  3%	-8%	12%	?	7%	-9%	8%
CCCCCCc1nc2ccccc2c(=O)n1N
  8%	-14%	-7%	?	0%	0%[10 µM]	6%
CC(=O)Nc1ccccc1C(=O)N1CCN(c2cccc(C)c2C)CC1
  8%	?	12%[9.22 µM]	?	-2%	-7%[10 µM]	1%
O=C(NCCc1c[nH]c2ccccc12)C(=O)NCC(c1ccco1)N1CCN(c2ccccc2)CC1 (stereo not drawn)
  2%	-9%	10%	-4%	4%	7%[10 µM]	-9%
CCN(CC)S(=O)(=O)c1ccc(C(=O)NCc2n[nH]c(=S)n2Cc2ccccc2)cc1
  -2%	-1%	0%	7%	9%	3%	-8%
CN1CCc2nc(NC(=O)c3cccc(S(=O)(=O)N4CCc5ccccc54)c3)sc2C1
  -1%	-6%	-12%	-6%	-16%	-17%	-15%
CC(=O)N(C)c1ccc(NC(=S)Nc2ccc(C(C)C)cc2)cc1
  -12%	-10%	-31%	?	4%	.	-5%
Cc1cc(NC(=O)c2ccc3c(c2)C(=O)N(C)C3=O)no1
  -6%	2%	3%	8%	0%	-17%	-9%
CC(C)C(=O)Nc1nnc(CCN2CCOCC2)s1
  -10%	-3%	-2%	7%	5%	0%	3%
O=C1CCCN1CCCNc1ncnc2sccc12
  -5%	5%	-18%	-7%[46 µM]	3%	25%	10%
CN(CC(=O)O)c1ccc(S(=O)(=O)N2CCOCC2)cc1[N+](=O)[O-]
  1%	-6%	-8%	.	-3%	?	4%
CC(NC(=O)Nc1cccnc1)(C(F)(F)F)C(F)(F)F
  2%	1%	-5%	-3%	-7%	-3%	9%
CCOc1ccc(NC(=S)N(CCOC)C(C)c2ccco2)cc1 (stereo not drawn)
  -11%	.	5%[9.22 µM]	.	2%	6%[10 µM]	7%
Cc1c(Cl)cccc1NC(=O)c1cccc(OC(F)F)c1
  0%	-7%	-14%	-6%	-4%	16%	6%
CC(C)c1nnc(NC(=O)c2cnccn2)s1
  5%	0%	-21%	-13%	-3%	-9%[10 µM]	7%
Cc1cc(C(=O)CN2C(=O)C3CC=CCC3C2=O)c(C)n1-c1ccccc1 (stereo not drawn)
  4%	-2%	-8%	?	-6%	-113%[inhibitor]	-10%
COc1ccc(-c2c(C)n([O-])c(C)c(C)[n+]2=O)cc1OC
  -7%	-11%	7%	4%	-4%	-13%[10 µM]	-1%
Cc1cc(S(=O)(=O)NC2CCCCC2)ccc1OCC(=O)NCc1cccnc1
  -7%	-2%	-4%	-1%	1%	-11%	1%
CC(C)[C@H](NC(=O)NCCc1ccc(F)cc1)C(=O)O
  -2%	6%[15.4 µM]	-11%	-5%	6%	-13%[0.074 µM]	4%
Cc1ccc(NC(=O)CCC(=O)NNC(=O)NC2CCCCC2)c(C)c1
  -7%	-22%	?	.	-15%	16%[10 µM]	-9%
Cc1ccc(C(=O)N/N=c2\sc3ccccc3n2C)cc1
  5%	8%	3%	?	12%	9%[10 µM]	-4%
CC1(C)Cc2ccccc2C(/C(=N\Nc2cccc(Cl)c2)C(N)=O)=N1
  0%	?	?	?	-3%	-14%[10 µM]	-6%
C=CCN(c1cccc(C(F)(F)F)c1)S(=O)(=O)c1cccc(C(=O)OCC(=O)NC(N)=O)c1
  -3%	?	9%	1%	-6%	12%[0.074 µM]	10%
CCOC(=O)N1CCC2(O)CCCCC2C1c1ccc(F)cc1 (stereo not drawn)
  -1%	-6%	?	16%	-16%	0%[0.074 µM]	9%
NC(=O)C1CCN(C(=O)CSc2nc3ccccc3[nH]2)CC1
  2%	-3%	16%	11%	-23%	-14%	3%
Cc1ccc(-n2nnnc2SCC(=O)NNC(=O)c2ccco2)c(C)c1
  5%	4%	-10%	-1%	-18%	-21%	-1%
NC1=NC(=O)/C(=C\c2cccnc2)S1
  6%	2%	8.9µM*	?	-18%	-20%	-5%
COc1ccccc1CNC(=O)C/C(C)=N/NC(=O)Cc1ccc(OC)c(OC)c1
  1%	-2%	12%	-1%	-3%	-11%[10 µM]	4%
O=C(/C=C/c1cccs1)c1cc(Cl)ccc1OC(=O)N1CCOCC1
  -6%	-15%	-11%	?	-7%	-10%[10 µM]	9%
CCCC(CCC)C(=O)Nc1c[nH]c(=O)[nH]c1=O
  3%	1%	5%[9.22 µM]	-10%	-7%	12%	1%
COc1cc(NC2c3ccccc3C(=O)N2Cc2ccc3c(c2)OCO3)cc(OC)c1OC (stereo not drawn)
  -9%	-1%	4%	18%	-8%	-7%	-9%
C[C@@H](CN(C)C)CN1c2ccccc2Sc2ccccc21
  .	.	-8%[20.6 µM]	?	5%[29.1 µM]	?	-3%[21.7 µM]

The list goes on:
Below each SMILES – GAA glycogen	GAA inh	HTT aggregate	LMNA splice mod	GAA spleen mod	HTT cytoprotect	CBFb-RUNX1 inh
COc1ccc(C(=O)NCC(=O)OCc2ccc(F)cc2)cc1
  -15%	2%	18%	-3%[46 µM]	4%	.	12%
COC(=O)c1sc2ncccc2c1OCc1c(Cl)cccc1Cl
  9%	-8%	10%	9%	-6%	-17%	?
Cc1cc(C)c(C)c(S(=O)(=O)N2CCN(C(=O)c3cc(=O)[nH]c4ccccc34)CC2)c1C
  -1%	-2%	?	?	-9%	-38%[inhibitor]	-3%
CN(C)C(=O)c1ccc(-c2nccc(-n3ccnc3)n2)cc1
  .	.	.	5%	1%	-25%	.

Given as tab-separated lines: 2 of the compounds above.
molecule	GAA glycogen	GAA inh	HTT aggregate	LMNA splice mod	GAA spleen mod	HTT cytoprotect	CBFb-RUNX1 inh
CC(C(=O)OCC(=O)Nc1cccc(S(=O)(=O)N2CCOCC2)c1)N1C(=O)c2ccccc2C1=O (stereo not drawn)	-27%	-6%	-5%	?	1%	14%	-1%
CC(/C=N/N1CCN(Cc2ccccc2)CC1)=C\c1ccccc1	-22%	-9%	-2%	?	0%	-9%	-14%
